Gli-Sufu block: antagonists of Gli-Sufu signaling. Sufu-KO-LIGHT fibroblasts, Gli luciferase reporter luminescence. inhibition, % at 5 µM. 0.74% of 340,000 active. AID 588413;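 active means inhibition above about 55%, limit read from the data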;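 further: 0% = DMSO-treated cells and 100% = wells with medium but no cells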
CHOP UPR activ: activators of apoptotic arm of unfolded protein response (CHOP); CHO-CHOP luciferase reporter, UPR activation, luminescence; percent of tunicamycin response over DMSO baseline; activation, % at 10 µM; 0.34% of 330,000 active; AID 449763;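 active means at 10 µM dose, activation of 40% or more, normalized to positive control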;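 further: 100% = tunicamycin at 10 µg/mL and 0% = DMSO alone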
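Evaluation: % reporter activation, DMSO baseline versus tunicamycin full activation; System: CHO-CHOP luciferase reporter cell line; Input: 500 cells/well; Incubation: 6 h compound treatment, 37 °C; Measured by: Steady-Glo luciferase luminescence; Dosing: one dose, 10 µM in 0.5% DMSO; Buffer or medium: F12 medium, 10% FBS; Benchmarks: positive tunicamycin 10 µg/mL, negative DMSO alone.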
697 NFkB inh: inhibitors of the PMA/ionomycin-induced NF-kB reporter in 697 B cells | 697 B-cell NF-kB luciferase reporter, 16 h | inhibition, % at 4 µM | 0.33% of 330,000 active | AID 435022; in the data active means inhibition above about 35%
Jurkat NFkB inh: inhibitors of the PMA/ionomycin-induced NF-kB reporter in Jurkat cells | PMA/ionomycin-induced NF-kB luciferase reporter, luminescence | inhibition, % at 4 µM | 0.53% of 330,000 active; in the data active means inhibition above about 50%
CXCR6 inh: inhibitors of human CXCR6 receptor; 0.36% of 360,000 active; inhibition, % at 20 µM; CHO-K1 PathHunter CXCR6 beta-arrestin, luminescence; O00574; AID 602244; in the data active means inhibition above about 34%, passing the limit was not always enough;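 further: antagonist mode with CXCL16 agonist at 10 nM final; 0% = 10 nM CXCL16 with DMSO and 100% = unstimulated wells without agonist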
CCR6 antagonist: antagonists of human CCR6 receptor; P51684; CHO-K1 CCR6 PathHunter beta-arrestin, luminescence, CCL20-stimulated; inhibition, % at 20 µM; 0.49% of 340,000 active; AID 493098;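 active means compounds whose inhibition of the agonist-driven luminescence signal at 20 µM reaches about 50%, limit read from the data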;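 further: cells stimulated with CCL20 at 14 nM final; plate controls were DMSO with CCL20 for no effect and DMSO without agonist for full effect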
EBI2 antag: antagonists of human EBI2 receptor. P32249. EBI2 beta-arrestin recruitment, luminescence, 7a,25-OHC stimulated. inhibition, % at 5 µM. 0.81% of 360,000 active; in the data active means inhibition above about 38%;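 further: enzyme fragment complementation signal reports receptor beta-arrestin coupling in cells; 0% = agonist plus DMSO wells and 100% = wells without agonist; some results beyond the cut were filed as inactive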
Mdm2-MdmX inh: inhibitors of human Mdm2/MdmX interaction; O15151+Q00987; SaOS-2 split-luciferase Mdm2/MdmX complementation, luminescence; inhibition, % at 8 µM; 3% of 330,000 active;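 active means inhibition of at least 50% at 8 µM in the primary screen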
Target sequence (O15151 whole entry, looked up): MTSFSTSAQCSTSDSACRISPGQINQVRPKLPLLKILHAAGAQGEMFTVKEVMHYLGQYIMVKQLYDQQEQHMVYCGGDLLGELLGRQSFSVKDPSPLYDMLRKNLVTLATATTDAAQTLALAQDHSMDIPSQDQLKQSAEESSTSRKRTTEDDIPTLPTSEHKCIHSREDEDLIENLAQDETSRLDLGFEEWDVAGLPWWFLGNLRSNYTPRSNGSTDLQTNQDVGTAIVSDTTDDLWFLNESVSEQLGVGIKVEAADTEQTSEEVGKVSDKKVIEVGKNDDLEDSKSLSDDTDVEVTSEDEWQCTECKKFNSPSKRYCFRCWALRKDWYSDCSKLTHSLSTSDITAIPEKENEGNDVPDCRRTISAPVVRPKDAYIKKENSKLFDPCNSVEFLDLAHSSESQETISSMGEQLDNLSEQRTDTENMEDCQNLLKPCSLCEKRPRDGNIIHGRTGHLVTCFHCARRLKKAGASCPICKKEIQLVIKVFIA
Target sequence (Q00987 whole entry, looked up): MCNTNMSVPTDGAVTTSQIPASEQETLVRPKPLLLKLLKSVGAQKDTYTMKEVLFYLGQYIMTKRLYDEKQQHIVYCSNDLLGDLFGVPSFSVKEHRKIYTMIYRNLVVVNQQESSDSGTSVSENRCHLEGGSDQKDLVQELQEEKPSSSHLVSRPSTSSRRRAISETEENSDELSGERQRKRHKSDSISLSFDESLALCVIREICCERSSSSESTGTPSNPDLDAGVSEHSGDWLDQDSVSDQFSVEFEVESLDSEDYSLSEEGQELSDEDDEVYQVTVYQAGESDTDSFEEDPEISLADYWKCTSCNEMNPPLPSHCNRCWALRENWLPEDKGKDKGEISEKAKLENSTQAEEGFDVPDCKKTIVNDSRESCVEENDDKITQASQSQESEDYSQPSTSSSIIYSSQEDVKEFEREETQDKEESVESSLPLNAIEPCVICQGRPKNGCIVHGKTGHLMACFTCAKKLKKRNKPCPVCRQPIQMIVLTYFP
XBP1 UPR activ: activators of adaptive arm of unfolded protein response (XBP1). CHO-XBP1 luciferase reporter, IRE1-XBP1 UPR activation, luminescence; percent of tunicamycin response, DMSO as zero. activation, % at 20 µM. 0.33% of 330,000 active. AID 463104;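 active means versus positive control, 20 µM dose yields 30% or more activation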;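 further: 100% = tunicamycin at 10 µg/mL and 0% = DMSO only wells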
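Material: IRE1-XBP1 luciferase reporter CHO line / Quantity: one thousand reporter cells per well / Buffer or medium: F12 with 10% serum / Compound: 20 µM single concentration, DMSO 1% / Times: 6 h treatment, 37 °C / Detection: Steady-Glo luciferase glow luminescence, 10 min after reagent addition / Benchmarks: tunicamycin high, DMSO low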
Numbers without * were called inactive; / = no result given.

Each structure is followed by: Gli-Sufu block, CHOP UPR activ, 697 NFkB inh, Jurkat NFkB inh, CXCR6 inh, CCR6 antagonist, EBI2 antag, Mdm2-MdmX inh, XBP1 UPR activ
> Cc1ccc(S(=O)(=O)c2nc(S(C)(=O)=O)sc2N2CCC(O)CC2)cc1
  -4, 0.6, -21, 16, -1, 8, -2, 20, -6
> CNC(=O)c1ccsc1NC(=O)c1ccc(S(=O)(=O)N2CCc3ccccc32)cc1
  5, 1.0, -27, -2, -3, 11, 4, 38, 2
> COc1ccc2nc(SCc3cnc(C)nc3N)[nH]c2c1
  2, -3.0, -3, 7, -8, 2, 0, 11, 0
> O=C1c2ccccc2C(=O)N1CCC#Cc1ccc2cc(CCCO)oc(=O)c2c1
  -1, 0.5, 4, -8, 0, 8, -22, 19, -1
> CC(=O)c1cc2c(cc1NS(=O)(=O)c1ccccc1)OCO2
  -3, -1.1, 1, -3, 9, 7, -4, 12, 3
> COc1ccccc1N1CCN(C(=O)c2cc3c(C)nc4ccccc4c3o2)CC1
  46, 1.5, -39, 23, -12, -15, 74*, 54*, 0
> CC1CCN(C(=S)c2ccc([N+](=O)[O-])cc2)CC1
  1, -0.1, -21, 12, 5, 5, 4, -13, -3
> COc1ccc(/C=C2\Sc3ccc(C(=O)N4CCN(Cc5ccccc5)CC4)cc3N(C)C2=O)cc1OC
  99*, 3.3, -13, 33, -10, 12, -2, 61*, 5
> O=C(Nc1ncccn1)c1cccs1
  -5, 0.1, 12, -2, 0, -12, -7, -3, -1
> CSc1ncccc1C(=O)OCc1nc2ccsc2c(=O)[nH]1
  -10, 2.7, 12, -7, 2, 17, 0, -10, 0
> Cc1ccc(S(=O)(=O)/N=C2/NC(=O)/C(=C/c3ccccc3)S2)cc1
  1, -0.3, 17, 8, 2, 5, -3, 25, -2
> c1cc(-c2cn(C[C@H]3CC[C@@H]([C@@H]4CC[C@H](Cn5cc(-c6ccsc6)nn5)O4)O3)nn2)cs1
  11, 0.6, 13, 18, 2, 4, -8, 4, 1
> C=CCn1c(N)c(C(=O)Nc2ccc(C)c(C)c2)c2nc3ccccc3nc21
  6, -0.8, -10, 1, 7, -11, 10, -61, -3
> Cc1cc(Cl)cc(C)c1OCCCCCn1ccnc1
  -8, 3.5, 2, 10, -1, 4, -5, 5, -2
> CCOc1ccc(NC(=O)COC(=O)CCN2C(=O)C3CC=CCC3C2=O)cc1OCC (stereo not drawn)
  3, -0.1, 12, -11, 0, 7, -9, 11, -1
> CC(CCc1ccco1)NC(=O)CCc1nnc2ccc(NCc3ccccc3Cl)nn12 (stereo not drawn)
  -3, 1.5, -21, -14, 1, 8, -10, -16, 1
> CCCNC(=O)C(Cc1ccccc1)NS(=O)(=O)c1ccc2c(c1)c(=O)n(C)c(=O)n2C (stereo not drawn)
  1, -0.4, 0, -14, -1, 2, -4, 13, -1
> COc1cccc(OC)c1C(=O)Nc1ccc2c3c(cccc13)CC2
  7, -2.4, 12, 1, -3, 2, 3, -5, -2
> CCOc1ccc(-c2nc(C#N)c(N3CCN(CC)CC3)o2)cc1
  9, 2.5, -9, 0, -6, -4, 23, 5, 1
> COc1ccc(C)cc1N(CC(=O)Nc1cccnc1)S(=O)(=O)c1ccccc1
  8, -0.6, -8, -21, 10, 18, -8, 9, 0
> COC(=O)c1ccccc1NC(=O)/C=C/C(=O)O
  -3, 0.7, 13, 14, 1, -2, -10, 6, -1
> CCn1cc(Cl)c(C(=O)Nc2ccc(OC)c(OC)c2)n1
  -25, 4.8, -29, -21, -19, 9, -3, -3, 4
> CC(=O)c1ccc(-c2ccc(C(=O)N3CCC(C(N)=O)CC3)o2)cc1
  -37, 2.1, -8, -2, -1, -3, -7, -14, -1
> CS(=O)(=O)N1CCN(c2ccccc2NC(=O)CSc2ccc(Cl)cc2)CC1
  1, 0.2, 23, 3, 2, 1, 3, 12, -3
> CN1CCN(C2Cc3ccccc3Sc3ccc(Cl)cc32)CC1 (stereo not drawn)
  2, -1.6, 3, -8, 1, 5, 2, 48, -3
> CC1CCCN(C(=O)CN2C(=O)NC3(CCCCC3C)C2=O)C1 (stereo not drawn)
  7, -1.6, 7, 7, 8, 10, -7, -3, -2
> CCN(CC)CC(C)(C)NS(=O)(=O)c1ccc(Cl)cc1
  0, -1.0, -10, -8, -2, 6, -16, -14, -1
> O=C(CCCc1ccncc1)c1ccccc1
  -32, /, /, /, 1, 5, -14, /, /
> CN(Cc1nc(-c2cccs2)no1)CC(O)c1ccccc1 (stereo not drawn)
  -30, 2.0, 2, -9, -7, -4, 8, -24, 1
> COc1ccc2c(C)cc(SCC(=O)NCCN3C(=O)CSC3=O)nc2c1
  3, -0.2, -3, 3, 3, -8, 0, -30, -3

Continued:
Each structure is followed by: Gli-Sufu block, CHOP UPR activ, 697 NFkB inh, Jurkat NFkB inh, CXCR6 inh, CCR6 antagonist, EBI2 antag, Mdm2-MdmX inh, XBP1 UPR activ
> Cc1c(NC(=O)CN2C(=O)NC(CCc3ccccc3)C2=O)c(=O)n(-c2ccccc2)n1C (stereo not drawn)
  8, 0.4, -13, -3, -8, 2, 3, -25, 1
> CCCCNC(=O)N1CCC(CCC(=O)N(C)Cc2ccccc2)CC1
  -12, 0.4, 6, -12, 4, 7, 2, 12, -4
> Cc1nn(C)c(C)c1NS(=O)(=O)c1ccccc1Cl
  4, -0.9, 3, 1, -2, 8, -3, -18, 1
> O=C(COC(=O)CNC(=O)c1ccc(Cl)cc1Cl)NCc1ccco1
  -7, -0.3, 1, 20, -5, -8, -15, 17, -2
> Cc1ccc(Cl)cc1NC(=O)CCS(=O)(=O)c1cccc2nonc12
  2, 2.6, 10, 13, 2, -3, 0, 18, 1
> O=C(NCCc1ccccc1)C(=O)Nc1ccc([N+](=O)[O-])cc1
  -6, 1.8, 3, 2, 2, -1, -3, 1, 0
> Cc1ccccc1C(=O)Nc1ccnn1C1CCN(Cc2ccncc2)CC1
  -2, -0.3, 11, -5, 0, -3, 8, -10, -2
> CC(C)C(=O)NCCc1nc(-c2ccccc2)no1
  -5, 0.4, -12, -16, -2, 6, 2, 10, 2
> COCCn1c(SCC(=O)N2CCOCC2)nc2c(c1=O)SCC2
  -1, -0.3, -5, 8, -9, -10, 11, 20, -2
> CC(=O)C1=C(O)C=C(c2ccco2)CC1c1ccco1 (stereo not drawn)
  1, 2.6, -19, -4, 2, 13, 4, 7, -2
> Cc1ccc(C(=O)NCC(=O)N2CCN(c3ccccc3)CC2)cc1
  0, -0.8, -21, -3, -1, 12, 2, 2, 1
> C=CCc1ccccc1OCC(CN1CCCCC1)OC(C)=O (stereo not drawn)
  -1, -1.1, 7, 1, 3, 21, -1, -6, -3
> O=S(=O)(c1ccc(F)cc1)N1CCN(C(=S)NCc2ccco2)CC1
  1, -2.1, 8, 8, 3, 12, -12, -17, 0
> O=C(NC(=S)Nc1ccc(Cc2ccncc2)cc1)c1ccccc1
  -23, 2.4, 1, 4, 7, 27, 7, 33, 3
> Cc1nnc(SCC(=O)c2c(N)n(Cc3ccccc3)c(=O)n(C)c2=O)n1C
  22, -1.9, -13, -6, 6, -6, -9, 6, -1
> c1ccc(-c2nnc(-c3ccccc3)c(-c3c[nH]c4ccccc34)n2)cc1
  3, 1.7, -128, -31, -3, -11, 35, 1, 11
> Cc1cc(C)nc(NC(=S)Nc2ccccc2)n1
  -29, 0.3, -31, -40, 1, 4, -14, -12, 2
> Cc1ccc(CN2C(=O)C(=O)N(CC(N)=O)C2=O)cc1
  42, -0.2, 9, -10, 1, 10, 2, -2, -2
> Cc1nn(CC(=O)N(C)Cc2ccccc2)c(=O)c2cccn12
  -7, 1.7, 7, -2, 12, 0, -1, -3, -4
> O=C(NCCCN1CCCC1=O)Nc1ccc(Cl)cc1
  -9, 1.4, -11, -18, 6, -4, -7, 4, -3
> CSc1nc(NCc2ccco2)c2ccccc2n1
  10, -1.9, -1, -3, -8, 21, -17, 6, -1
> COc1ccccc1C1Nc2ccccc2NC2=C1C(=O)CC(C)(C)C2 (stereo not drawn)
  -10, 0.2, -50, -22, -3, -10, 2, -34, -6
> CC(=O)N1c2ccc(S(=O)(=O)NCCC(=O)NCCc3cccc(C)c3)cc2CC1C (stereo not drawn)
  32, -1.7, -14, 6, -6, 7, -6, 16, -10
> CC(C)c1ccc(C2(C)NC(=O)N(CC(=O)NC3CCCC(C)C3C)C2=O)cc1 (stereo not drawn)
  6, -0.3, 6, -1, 5, -2, 5, 11, 0
> CN(Cc1ccc(F)cc1)S(=O)(=O)c1nnc(NC(=O)c2ccccc2Br)s1
  2, 0.0, -1, 7, 2, -1, -6, -5, 0
> CCc1ccccc1NC(=S)N1CCC(NC(=O)c2ccc(OC)cc2)CC1
  6, -0.2, 1, 6, 0, 8, -4, -4, -1
> CSCCC(=O)N1CCCC(CNC(=O)c2ccc(-c3ccccc3)cc2)C1 (stereo not drawn)
  4, 0.1, -23, -9, -2, 1, -7, 7, -2
> CCC(C)(C)n1nnnc1C(c1cc(OC)c(OC)c(OC)c1)N1CCN(c2ccccc2)CC1 (stereo not drawn)
  6, 3.5, 8, 5, 2, 3, 11, 14, -5
> CC1Cc2cc(/C(O)=C3/C(=O)C(=O)N(CCCN4CCOCC4)C3c3ccc(C(C)C)cc3)ccc2O1 (stereo not drawn)
  -9, 0.5, -1, 10, 1, 9, -13, -12, -2
> CC(C)C(=O)Nc1cccc(NC(=S)NC(=O)c2cccs2)c1
  -42, 1.9, -84, -64, 9, 32, -10, -17, -2

Record cards, from the list above. Order of values: Gli-Sufu block	CHOP UPR activ	697 NFkB inh	Jurkat NFkB inh	CXCR6 inh	CCR6 antagonist	EBI2 antag	Mdm2-MdmX inh	XBP1 UPR activ
Record of O=C(NCCc1ccccc1)C(=O)Nc1ccc([N+](=O)[O-])cc1 → -6	1.8	3	2	2	-1	-3	1	0
Record of CCCCNC(=O)N1CCC(CCC(=O)N(C)Cc2ccccc2)CC1 → -12	0.4	6	-12	4	7	2	12	-4

Of the compounds above, these have a thiophene ring, fused or not.
Each structure is followed by: Gli-Sufu block, CHOP UPR activ, 697 NFkB inh, Jurkat NFkB inh, CXCR6 inh, CCR6 antagonist, EBI2 antag, Mdm2-MdmX inh, XBP1 UPR activ
> CNC(=O)c1ccsc1NC(=O)c1ccc(S(=O)(=O)N2CCc3ccccc32)cc1
  5, 1.0, -27, -2, -3, 11, 4, 38, 2
> O=C(Nc1ncccn1)c1cccs1
  -5, 0.1, 12, -2, 0, -12, -7, -3, -1
> CSc1ncccc1C(=O)OCc1nc2ccsc2c(=O)[nH]1
  -10, 2.7, 12, -7, 2, 17, 0, -10, 0
> c1cc(-c2cn(C[C@H]3CC[C@@H]([C@@H]4CC[C@H](Cn5cc(-c6ccsc6)nn5)O4)O3)nn2)cs1
  11, 0.6, 13, 18, 2, 4, -8, 4, 1
> CN(Cc1nc(-c2cccs2)no1)CC(O)c1ccccc1 (stereo not drawn)
  -30, 2.0, 2, -9, -7, -4, 8, -24, 1
> CC(C)C(=O)Nc1cccc(NC(=S)NC(=O)c2cccs2)c1
  -42, 1.9, -84, -64, 9, 32, -10, -17, -2
